Tb MetRS inh: blocks T. brucei methionyl-tRNA synthetase activity; purified T. brucei MetRS, ATP depletion, Kinase-Glo luminescence; inhibition, % at 11.9 µM; 0.4% of 360,000 active; AID 624268;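 active = inhibition above a per-plate cutoff of the control wells' mean inhibition plus 3 SD, cut at about 5.5% in these data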;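 also: 0% = DMSO wells median and 100% = median of wells with control inhibitor compound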
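Test system – parasite MetRS enzyme · Reagent – substrates ATP, L-methionine and bulk Escherichia coli tRNA · Doses – 11.9 µM compound single dose, 0.9% DMSO · Times – 15 min enzyme-compound preincubation, 2 h reaction, 10 min detection, 25 °C · Signal – Kinase-Glo luminescence, ATP depletion format · Controls – DMSO-only wells as low control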
MLLE-PAM2 inh: blocks PAM2 peptide binding to the PABP1 MLLE domain; P11940; GST-MLLE / FITC-PAM2 fluorescence polarization; inhibition, % at 20 µM; 0.36% of 360,000 active; AID 588489; in the data active = inhibition above about 35%, passing the limit was not always enough;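 also: plate controls were DMSO wells with GST-MLLE for no effect and wells lacking GST-MLLE protein for full effect; some results filed as inactive read as strong as hits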
Target sequence (P11940 whole entry, looked up, the tested form may be a part): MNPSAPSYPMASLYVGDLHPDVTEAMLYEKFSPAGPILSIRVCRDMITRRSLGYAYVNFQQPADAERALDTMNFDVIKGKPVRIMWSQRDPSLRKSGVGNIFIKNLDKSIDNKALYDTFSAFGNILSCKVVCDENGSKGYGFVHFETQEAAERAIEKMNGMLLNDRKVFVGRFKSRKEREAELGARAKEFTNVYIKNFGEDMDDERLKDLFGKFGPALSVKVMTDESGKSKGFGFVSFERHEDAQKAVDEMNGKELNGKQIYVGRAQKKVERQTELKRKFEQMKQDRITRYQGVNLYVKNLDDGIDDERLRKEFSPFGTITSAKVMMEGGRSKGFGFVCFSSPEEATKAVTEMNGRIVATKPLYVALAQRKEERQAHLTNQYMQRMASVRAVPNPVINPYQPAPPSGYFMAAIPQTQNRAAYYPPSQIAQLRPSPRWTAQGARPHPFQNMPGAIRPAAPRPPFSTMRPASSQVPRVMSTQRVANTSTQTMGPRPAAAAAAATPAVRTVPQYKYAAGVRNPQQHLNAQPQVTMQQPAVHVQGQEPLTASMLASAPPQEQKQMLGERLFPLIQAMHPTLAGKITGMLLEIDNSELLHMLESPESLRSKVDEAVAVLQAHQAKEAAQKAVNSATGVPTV
NadD block: inhibitors of Staphylococcus aureus NadD. AID 602399. purified NadD enzyme, colorimetric absorbance read-out. 0.78% of 360,000 active. inhibition, % at 20 µM; in the data active = inhibition above about 26%; also: some compounds past the cut are filed as inactive
Rpn11 block: inhibitors of human proteasome Rpn11; human 26S proteasome, Ub4-pepOG fluorescence polarization; 20S core pre-blocked with epoxomicin; calls only at 20 µM; 0.59% of 360,000 active; AID 588493;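 active = inhibition at 20 µM, scaled to each plate's controls, above about 33%, limit read from the data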
Target sequence (O00487 whole entry, looked up): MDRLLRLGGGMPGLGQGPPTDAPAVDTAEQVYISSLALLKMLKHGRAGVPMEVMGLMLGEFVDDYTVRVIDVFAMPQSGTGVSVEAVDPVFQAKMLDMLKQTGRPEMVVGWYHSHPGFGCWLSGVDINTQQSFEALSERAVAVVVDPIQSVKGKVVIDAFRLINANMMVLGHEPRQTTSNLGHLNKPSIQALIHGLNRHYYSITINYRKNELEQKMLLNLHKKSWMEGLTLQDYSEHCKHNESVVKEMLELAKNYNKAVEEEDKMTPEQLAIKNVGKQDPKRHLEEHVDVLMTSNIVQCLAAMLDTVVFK
Scp-1 inhibitor: blocks human Scp-1 phosphatase activity; Recombinant Scp1, phosphopeptide, malachite green phosphate absorbance; inhibition, % at 20 µM; 0.88% of 340,000 active;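 active = inhibition above about 50% at 20 µM, limit read from the data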;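 also: plate controls were DMSO wells with enzyme for no effect and wells lacking enzyme for full effect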
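Assay system: SCP-1 catalytic fragment, aa 76-261 | Buffer or medium: Tris acetate buffer pH 5.5 with MgCl2 and Tween-20 | Compound: One concentration, 20 µM, with 1.0% DMSO | Also added: Phospho 17-mer peptide substrate | Signal: Absorbance at 630 nm | Incubation: 45 min enzyme reaction at room temperature | Measure: % inhibition of SCP-1 phosphate liberation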
SUMO1 PPI mod: alters human SUMO1 binding to SIM partners; P63165; SUMO1 binding to a labelled peptide, TR-FRET, 1 h; inhibition, % at 20 µM; 0.33% of 360,000 active; in the data active = inhibition above about 37%
Target sequence (P63165 whole entry, looked up): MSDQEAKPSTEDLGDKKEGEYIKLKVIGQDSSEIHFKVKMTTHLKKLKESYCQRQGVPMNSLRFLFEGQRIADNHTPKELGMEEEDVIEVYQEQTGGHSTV
STEP block: STEP (human) phosphatase inhibition; recombinant STEP, OMFP fluorogenic substrate, fluorescence; inhibition, % at 20 µM; 0.25% of 360,000 active;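 active = inhibition at 20 µM, scaled per plate between control wells, above about 37%, limit read from the data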;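 also: 0% = DMSO with enzyme and substrate and 100% = substrate only without enzyme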
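Assay system: isolated STEP enzyme / Timing: 20 min at room temperature, dark / Doses: 20 µM, 1% DMSO / Technique: fluorescence intensity, excitation 480 nm, emission 540 nm / Reagent: fluorogenic phosphatase substrate OMFP at 25 µM final / Measure: percent inhibition scaled to no-enzyme and uninhibited-enzyme controls, plate-pattern corrected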
LMPTP block: LMPTP (human) inhibition | inhibition, % at 20 µM | P24666 | 0.22% of 360,000 active | recombinant LMPTP-A, OMFP fluorogenic substrate, fluorescence intensity | AID 651560;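 active = compounds that cut the enzyme signal by at least half of the control window in the single-dose screen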;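 also: plate controls were DMSO wells with enzyme plus substrate for no effect and substrate without enzyme for full effect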
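Test system: LMPTP-A phosphatase enzyme. Amount: LMPTP-A at 0.625 nM final in the reaction. Reagent: OMFP substrate, 400 µM final. Times: 50 min at room temperature. Signal: endpoint fluorescence intensity from OMFP dephosphorylation. Read-out basis: % inhibition. Benchmarks: no-enzyme and uninhibited controls.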
CSN inh: CSN deneddylation inhibition; Q92905; Purified CSN, SCF-Nedd8-OG deneddylation, fluorescence polarization; inhibition, % at 12.5 µM; 0.38% of 360,000 active;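 active = pattern-corrected inhibition above about 35%, with an unprinted fluorescence ratio check between 0.5 and 1.5, limit read from the data, passing the limit was not always enough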;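 also: 0% = enzyme with substrate and 100% = substrate without enzyme; some results filed as inactive read as strong as hits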
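Test system: purified human Csn5 enzyme expressed in HEK293T cells. Amount: 0.24 nM enzyme. Reagent: SCFSkp2-Nedd8OG substrate at 10 nM final. Schedule: 90 min incubation of compound, enzyme and substrate at room temperature. Detection: fluorescence polarization. Read-out: % inhibition of substrate cleavage by Csn5.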
DNMT1 block: inhibitors of human DNMT1; P26358; DNMT1 molecular beacon, Hinp1I cleavage, fluorescence; inhibition (reported as % activation of signal), % at 10 µM; 0.83% of 360,000 active; AID 588458; in the data active = inhibition above about 50%
Starred values were filed as active, the others as inactive; i = inactive; · = not tested or not shown.

Tb MetRS inh	MLLE-PAM2 inh	NadD block	Rpn11 block	Scp-1 inhibitor	SUMO1 PPI mod	STEP block	LMPTP block	CSN inh	DNMT1 block	Molecule
-0.3	-5	-3	i	-5	-3	2	1.2	8	-1	CCOc1ccc(NC2c3ccccc3C(=O)N2c2ccc(Cl)cn2)cc1 (stereo not drawn)
-1.1	10	-3	i	-5	-5	-9	-0.2	1	1	CCC(=O)Nc1cnc(NC(=O)c2cccc(F)c2)cc1C
-0.8	-7	-1	i	-7	-1	0	-0.9	2	4	CCOC(=O)c1c[nH]n2c(=O)cc(C)nc12
-1.1	-9	4	i	-2	1	0	-1.6	4	0	Cc1cc(-c2n[nH]c(=S)n2-c2ccc(F)cc2)nn1C
1.8	-3	-11	i	-3	-13	0	0.2	-6	-1	O=C(Nc1ccc(C(=O)O)cc1)/C(=C\c1cccc([N+](=O)[O-])c1)NC(=O)c1ccc(Br)o1
0.4	-6	2	i	-14	-4	4	1.8	-1	4	CCc1ccc(NC(=O)CSc2nc3ccccc3nc2N2CCCCC2)cc1
-0.9	2	1	i	-6	-2	1	-0.7	4	2	CCOc1ccc(N2C(=O)CC(N3CCC(O)(c4ccc(Br)cc4)CC3)C2=O)cc1 (stereo not drawn)
-0.3	-20	4	i	-6	3	-2	-2.2	0	1	CC(C(=O)Nc1nnc(C2CC2)s1)N1C(=O)C2CC=CCC2C1=O (stereo not drawn)
-0.5	-9	6	i	-11	-4	0	1.0	-1	3	Cc1cccc(NC(=O)c2cccc3c2C(=O)c2ccccc2-3)c1
-0.7	10	-8	i	-8	-8	1	1.5	1	-1	COc1ccc(C2c3c(ncn(CCCO)c3=N)Oc3ccc4ccccc4c32)cc1 (stereo not drawn)
-0.7	-62	-6	i	-4	3	-3	-0.3	2	-1	Cc1c(C(=O)O)sc2c1c(=O)n(Cc1ccccc1)c(=O)n2C
0.5	-2	2	i	3	-1	1	-1.5	1	10	FC(F)(F)c1ccccc1CN1CCN(C2CCCCCC2)CC1
-1.5	-12	-2	i	-7	0	0	-1.3	5	0	CCOc1cccc(-c2nn3c(-c4cc(C)[nH]n4)nnc3s2)c1
-1.8	12	-5	i	6	0	-1	12	13	17	COc1ccccc1NC(=O)Cn1nnc(-c2ccccc2NC(=O)c2ccco2)n1
0.3	-5	13	i	-1	-3	1	1.2	-1	-4	Cc1c(NC(=O)c2ccc(COc3ccc4ccccc4c3)o2)c(=O)n(-c2ccccc2)n1C
0.5	-21	0	i	-8	-13	-3	18	-2	-1	O=C1c2ccccc2S(=O)(=O)c2cc(C(=O)N3CCC(N4CCCC4)CC3)ccc21
0.5	0	2	i	-7	0	-1	0.3	0	-4	Cc1ccc[n+](CC(=O)Nc2ccc(N(C)C)cc2)c1
0.1	-14	0	i	-11	-3	-1	-1.1	6	0	COc1ccc(NC(=O)CSc2nc3ccc(OC)cc3[nH]2)cc1
-0.8	-3	-6	i	-8	1	1	-2.1	3	-6	Cc1[nH]nc2c1C1(CCOC1C)C(C#N)=C(N)O2 (stereo not drawn)
-0.3	10	1	i	3	-7	3	-0.9	-2	0	CC(C(=O)NC1CCCCC1)N(Cc1ccccc1)C(=O)c1snc(C(N)=O)c1N (stereo not drawn)
-1.4	-13	-8	i	-5	-1	0	-0.9	1	2	CS(=O)(=O)N(CC(=O)N1CCc2ccccc2C1)c1ccc(Cl)cc1F
-0.4	3	-2	i	4	-6	0	0.0	-3	11	COc1ccc(N(C(=O)C(C)C)S(=O)(=O)c2cccc3cccnc23)cc1
-0.2	-3	3	i	-8	10	-4	0.3	0	1	Cc1cc(C)cc(NC(=O)CN2CCc3ccccc3C2)c1
-0.3	2	0	i	8	5	-2	-0.8	-5	-1	O=C(O)CCC(=O)N1CCN(c2ccccn2)CC1

The final 4 compounds of the section above lead into the next:
Tb MetRS inh	MLLE-PAM2 inh	NadD block	Rpn11 block	Scp-1 inhibitor	SUMO1 PPI mod	STEP block	LMPTP block	CSN inh	DNMT1 block	Molecule
-1.4	-13	-8	i	-5	-1	0	-0.9	1	2	CS(=O)(=O)N(CC(=O)N1CCc2ccccc2C1)c1ccc(Cl)cc1F
-0.4	3	-2	i	4	-6	0	0.0	-3	11	COc1ccc(N(C(=O)C(C)C)S(=O)(=O)c2cccc3cccnc23)cc1
-0.2	-3	3	i	-8	10	-4	0.3	0	1	Cc1cc(C)cc(NC(=O)CN2CCc3ccccc3C2)c1
-0.3	2	0	i	8	5	-2	-0.8	-5	-1	O=C(O)CCC(=O)N1CCN(c2ccccn2)CC1
-0.4	6	4	i	-1	0	-2	0.1	1	-7	CC(C)c1nnc(NC(=O)CCC(=O)NCc2ccc3c(c2)OCO3)s1
-0.4	0	22	i	2	2	-1	-0.4	-13	0	CC1=CN2C(=N)/C(=C\c3cn(CCCOc4ccccc4)c4ccccc34)C(=O)N=C2S1
-0.2	5	24	i	-4	-5	2	-8.1	1	-6	O=C(CC1C[C@H](C(=O)N2CCCCC2)[C@@]2(CCc3ccccc3)c3[nH]c4ccccc4c3CCN2C1=O)NCCCn1ccnc1 (stereo partly drawn)
0.0	-26	-7	i	-5	5	-2	-0.4	-2	0	O=C(NNc1ccnc2cc(Cl)ccc12)C1CCCCC1
-1.3	17	4	i	-7	-2	-1	1.7	5	-11	Cc1ccc(S(=O)(=O)N(CCO)c2cc3c(s2)CCCC3)cc1
-1.3	44*	-3	i	-7	-3	-2	-0.9	-3	6	O=C(NC1=NCCS1)c1cccs1
2.1	9	-4	i	-8	5	2	-2.2	-8	2	O=C(O)c1ccc(N2C(=O)CC(N3CCC(c4nc5ccccc5[nH]4)CC3)C2=O)cc1 (stereo not drawn)
-0.9	-10	0	i	-4	-5	0	-0.5	-5	-1	COc1ccc(/C=C(/NC(=O)c2ccco2)C(=O)N2CCc3ccccc32)cc1OC
-1.1	-11	0	i	2	2	7	-1.3	0	12	CC(=O)C1=C(O)CCC1=N
-1.4	-7	-1	i	14	2	5	2.2	-1	3	CCOC(=O)C1=CN(Cc2ccco2)S(=O)(=O)N(CC)C1c1ccc(C(F)(F)F)cc1 (stereo not drawn)
5.7*	3	-13	i	-13	-20	3	3.1	-10	-3	COc1ccc(CCNC(=O)c2ccc(-c3ccc([N+](=O)[O-])cc3Cl)o2)cc1OC
-0.9	13	0	i	-2	-3	1	-0.7	-1	1	O=C(CN1CCC(NC(=O)c2ccccc2)CC1)NCc1ccccc1F
0.4	0	3	i	1	1	-3	5.0	-3	-19	Cc1ccc(S(=O)(=O)Nc2cccc3c2O[C@H](CN(C)Cc2ccc(-c4ccccc4)cc2)[C@@H](C)CN([C@H](C)CO)C3=O)cc1
-0.2	8	-1	i	-9	7	0	-0.8	0	0	Cc1ccccc1NC(=O)COC(=O)c1ccc2c(c1)OCCO2
-0.3	-47	-1	i	-1	4	-3	-2.4	-3	-1	CCCCn1c(N)c(N(C)C(=O)c2ccc(-n3cccn3)cc2)c(=O)[nH]c1=O
-0.4	10	1	i	5	-29	2	0.1	4	3	CSc1ccc(S(=O)(=O)NCC(=O)OCC(=O)NCc2ccco2)cc1[N+](=O)[O-]
-0.5	3	2	i	-6	5	1	-1.5	-2	0	O=C(CSc1nnc(COc2ccccc2)o1)N1CCCCC1
-0.2	-18	7	i	-6	-3	-1	-2.1	1	-5	O=C(Cc1ccccc1)Nc1cc2c(cc1Cl)OCCCO2
-0.9	11	-3	i	-4	-5	-2	-1.7	4	1	CNC(=O)c1sc(-c2ccccn2)nc1C
0.7	12	-1	i	-11	1	3	-0.9	-3	2	COC(=O)Cn1c2ccc(F)cc2c2nc(C)sc21
0.3	4	1	i	-1	1	-5	-1.5	-4	1	CCn1c(SCc2nc3cc(OC)c(OC)cc3c(=O)[nH]2)nnc1-c1ccncc1
1.0	12	64*	i	52*	9	2	36	6	37	Cc1cc2oc(C(=O)Nc3ccc(S(=O)(=O)Nc4nccs4)cc3)cc(=O)c2cc1Cl
-0.2	6	-2	i	-3	3	-8	-0.7	2	-1	Nc1cccc(-c2nnc3n2CCCCC3)c1
-0.1	-6	-1	i	-7	-5	10	0.3	2	-6	CCOc1ccc(NC(=O)CN2CCN(CC(=O)Nc3ccc(N(C)C)cc3)CC2)cc1
0.2	-25	10	i	-9	-2	0	1.3	4	-3	Cc1c(-c2n[nH]c(=S)n2-c2ccc(Br)cc2)nnn1-c1ccc(Cl)cc1
0.0	2	-4	i	7	26	3	-3.6	11	-4	CC(=O)c1ccc(C(=O)Nc2ccc3c(c2)C(=O)NC3=O)cc1
-0.5	0	-10	i	-3	-1	3	-0.5	0	-3	C[C@@H](C(=O)OCC(=O)c1ccc(F)c(F)c1)N1C(=O)C2CCCCC2C1=O (stereo partly drawn)
0.7	-106	-1	i	-6	1	1	1.2	0	1	Fc1ccc(NC(=S)N2CCN(c3ccccn3)CC2)cc1Cl
-0.6	16	-2	i	-4	-22	0	-0.1	2	4	CCc1nnc(NC(=O)/C=C/c2ccc(C)o2)s1
-0.1	-2	4	i	0	-1	-4	-1.4	2	0	C=CCn1c(SCc2cc(C(=O)OC)c(C)o2)nnc1-c1ccncc1
-0.7	-1	-3	i	4	12	0	-1.6	-4	-7	CCCC(=O)Nc1c2c(nn1-c1ccc(F)cc1)CS(=O)(=O)C2
-0.4	19	-3	i	-2	11	4	-0.1	0	3	CCc1ccc(NC(=O)c2cc(C)no2)cc1
-0.2	4	-3	i	·	2	0	-1.7	6	1	CCn1c(CC(=O)Nc2ccccc2F)nnc1SCC(=O)NC1=NCCS1
-0.3	-11	1	i	-6	0	1	-0.1	0	0	O=C(CN(C(=O)CCC(=O)Nc1nccs1)c1cccc(F)c1)NCc1ccccc1
-0.4	5	-6	i	-3	1	-4	-0.8	-3	0	COCCNC(=O)CSc1ccc(C)cc1
-0.1	6	0	i	-7	0	-4	-0.3	3	1	CCCNC(=O)Cc1ccsc1
0.3	6	-3	i	-7	1	1	-0.8	-4	-2	CCNC(=O)n1nccc1C(C)Oc1ccc(Cl)cc1 (stereo not drawn)
-0.4	9	-5	i	-11	-1	2	1.0	-3	-1	CC(C)NC(=O)c1ccc(CSCc2ccccc2Cl)o1

Screening results (PubChem BioAssay)
